# CIT2-GFP yeast: modulators of TOR pathway CIT2-GFP in S. cerevisiae. S. cerevisiae CIT2-GFP strain, flow cytometry, 3 h; 100 means same as DMSO wells. AID 2029. 320,000 compounds, 0.065% hits. GFP response vs DMSO, % at 10 µM;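 active means GFP response relative to DMSO above a set limit, near the screen mean plus 3 SD, cut at about 150% in these data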;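 further: ratio of well median GFP fluorescence to mean of DMSO wells on the plate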
# GRK2 inh: blocks RNA aptamer binding to human GRK2. bead flow cytometry, FAM-aptamer displacement from GRK2. inhibition of aptamer binding, % at 10 µM. 330,000 compounds, 0.59% hits. AID 488847;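 active means inhibition of aptamer binding above 40%, roughly 3 SD of noise, on plates passing a quality check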;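 further: median bead fluorescence of bound FAM aptamer so fluorescent compounds give negative values; no value below 0 was filed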
# VLA-4 inh: inhibition in a human VLA-4 binding assay; P13612; VLA-4 expressing cells, ligand binding flow cytometry; 330,000 compounds, 0.2% hits; AID 2557; inhibition, % (about 7 µM as worked out from the volumes in the protocol); in the data active means inhibition above about 50%
# Target sequence (P13612 whole entry, looked up): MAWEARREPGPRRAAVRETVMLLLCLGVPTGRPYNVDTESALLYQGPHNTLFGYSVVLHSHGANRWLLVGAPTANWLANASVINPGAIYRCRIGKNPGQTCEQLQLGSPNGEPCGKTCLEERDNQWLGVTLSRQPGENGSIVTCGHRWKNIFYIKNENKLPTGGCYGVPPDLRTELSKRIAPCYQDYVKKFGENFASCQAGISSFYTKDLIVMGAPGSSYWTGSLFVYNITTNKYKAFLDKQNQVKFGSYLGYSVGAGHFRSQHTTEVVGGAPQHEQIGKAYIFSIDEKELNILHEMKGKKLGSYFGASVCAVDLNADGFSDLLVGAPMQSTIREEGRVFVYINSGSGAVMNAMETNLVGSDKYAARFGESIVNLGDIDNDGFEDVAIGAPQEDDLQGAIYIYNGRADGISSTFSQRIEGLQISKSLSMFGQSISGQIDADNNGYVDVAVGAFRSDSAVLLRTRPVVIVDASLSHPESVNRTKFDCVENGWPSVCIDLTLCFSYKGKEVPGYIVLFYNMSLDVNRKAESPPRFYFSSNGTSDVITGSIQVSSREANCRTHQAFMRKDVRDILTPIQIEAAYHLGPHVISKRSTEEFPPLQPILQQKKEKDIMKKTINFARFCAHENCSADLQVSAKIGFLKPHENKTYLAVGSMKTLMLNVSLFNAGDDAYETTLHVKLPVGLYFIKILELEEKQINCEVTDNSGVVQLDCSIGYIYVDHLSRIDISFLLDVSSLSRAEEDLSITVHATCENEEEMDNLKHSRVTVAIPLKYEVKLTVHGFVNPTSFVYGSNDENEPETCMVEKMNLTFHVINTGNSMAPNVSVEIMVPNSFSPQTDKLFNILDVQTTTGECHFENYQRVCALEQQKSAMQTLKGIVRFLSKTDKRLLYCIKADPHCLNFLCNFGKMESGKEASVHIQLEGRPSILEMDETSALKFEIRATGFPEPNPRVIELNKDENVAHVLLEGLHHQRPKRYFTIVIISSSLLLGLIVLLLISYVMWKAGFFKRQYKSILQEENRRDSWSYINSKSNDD
# RPL19A-GFP yeast: modulators of TOR pathway RPL19A-GFP in S. cerevisiae. S. cerevisiae RPL19A-GFP strain, flow cytometry, 3 h; hits give low values. 330,000 compounds, 0.3% hits. percent response vs DMSO, % at 10 µM. AID 2025;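 active means percent response vs DMSO below 50%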;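 further: median channel GFP fluorescence of the barcoded RPL19A-GFP strain; ratio of sample median GFP to plate DMSO average so 100% = DMSO; lower means less RPL19A-GFP as with rapamycin TOR inhibition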
# MEP2 TOR yeast: yeast TOR pathway MEP2-GFP modulation. GFP response vs DMSO, % at 10 µM. S. cerevisiae MEP2-GFP strain, flow cytometry GFP, 3 h; 100% = DMSO control level. 330,000 compounds, 0.51% hits;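 active means GFP response versus DMSO above a set limit, roughly screen mean plus 3 SD, cut at about 180% in these data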;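 further: median GFP fluorescence of the barcode-gated MEP2-GFP cells per well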
# LAP4 TOR yeast: yeast TOR pathway LAP4-GFP modulation | S. cerevisiae LAP4-GFP multiplex, flow cytometry GFP, 3 h; median GFP as percent of DMSO wells | GFP response vs DMSO, % at 10 µM | 320,000 compounds, 0.34% hits;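 active means GFP response vs DMSO above a set limit, about the screen mean plus 3 SD, cut at about 150% in these data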
# AGP1 TOR yeast: yeast TOR pathway AGP1-GFP modulation; S. cerevisiae AGP1-GFP multiplex flow cytometry, 3 h; GFP as percent of DMSO wells; GFP response vs DMSO, % at 10 µM; 320,000 compounds, 0.02% hits;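 active means GFP response relative to DMSO above a set limit, near screen average plus 3 SD, cut at about 150% in these data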;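 further: median GFP channel fluorescence of the gated AGP1 strain per well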
# GASC-1 inh: blocks human GASC-1 demethylase activity; AID 2099; inhibition, % at 2.35 µM; GST-JMJD2C(1-420) H3K9me3 demethylation, DELFIA europium; Q9H3R0; 330,000 compounds, 0.069% hits;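 active means more than half of a compound's replicate wells show inhibition beyond 50%, single wells judged on their own value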;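 further: signal counts dimethyl H3K9 product captured on neutravidin plate; 0% = median of DMSO wells and 100% = 0.3 times that DMSO median; strong numbers were not always called active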
# An asterisk follows results filed as active; . = no result given; & = joins results of further samples.
SMILES,CIT2-GFP yeast,GRK2 inh,VLA-4 inh,RPL19A-GFP yeast,MEP2 TOR yeast,LAP4 TOR yeast,AGP1 TOR yeast,GASC-1 inh
COc1ccc(S(=O)(=O)N2CCOCC2)cc1NC(=O)CO/N=C/c1ccccc1OC(F)F,98,0,0,101,90,87,92,-5
O=C(NCc1ccc2c(c1)OCO2)c1ccco1,87,0,12,96,106,125,97,-1
CC1CCN(CC(=O)N2c3ccccc3CC2C)CC1 (centres undefined),104,0,-14,105,98,99,96,22
COc1ccc(C2CC2/C(C)=N/OC(=O)c2cccs2)cc1 (centres undefined),81,0,10,.,93,105,72,-4
O=C(NCCC1CCCCN1S(=O)(=O)c1ccc(F)cc1)C(=O)NC1CCCC1 (centres undefined),104,0,-9,98,105,102,103,-5
O=C(O)CCC(=O)N1CCc2cc(S(=O)(=O)N3CCC(Cc4ccccc4)CC3)ccc21,104,0,-6,102,107,104,107,6
CCSC(=O)NC1CCCCC1,102,1,23,101,107,112,116,-2
NC(=O)C1CCN(Cc2nc3cc(C(F)(F)F)ccc3c(=O)[nH]2)CC1,106,0,7,99,107,103,103,-5
COc1ccc(N/C=C(\C2OC(=O)c3ccccc32)[N+](=O)[O-])cc1 (centres undefined),93,0,0,93,101,106,.,14
CC(C)C(=O)Nc1nnc(-c2ccccc2)o1,98,1,6,96,102,100,104,-5
COC(=O)C1=CN(CCOC23CC4CC(CC(C4)C2)C3)C=C(C(=O)OC)C1c1ccsc1,105,0,6,101,107,109,98,16
CCC(C)(C)n1nnnc1C(c1ccc(OC)c(OC)c1)N1CCN(c2cccc(OC)c2)CC1 (centres undefined),89,0,-2,97,98,96,99,-7&-33
O=C(O)c1ccc(-n2nc(C(F)(F)F)c3c2CCCC3)cc1,98&91,0&5,-2&-7,98&97,108&102,117&111,96&97,3&-27
CCCCOc1ccc(Cc2c(Cl)nc(SC)nc2N2CCOCC2)cc1,96,0,5,105,96,94,98,1
O=C(/C=C/c1ccc(OCc2ccccc2)c(OCc2ccccc2)c1)c1cccnc1,97,0,5,106,105,101,99,1
Cc1cc(Cl)c(OCCCn2cncn2)c(Br)c1,92,0,3,96,97,100,96,10
CS(=O)(=O)Nc1ccc(-c2cn3cccnc3n2)cc1,107,7,-2,106,99,92,104,.
Cc1ccc(N2CCN(C(=O)NC3CCCCC3)CC2C)cc1 (centres undefined),92,0,2,95,95,92,103,-1
COCCNC(=O)CN(C(=O)CCC(=O)Nc1ccccn1)c1ccc(F)cc1,101,0,28,102,108,100,100,6
O=C(Cn1cc(Br)ccc1=O)Nc1ccc2c(c1)OCO2,97,0,-3,103,102,93,104,-3
COc1cc(OC)cc(C(=O)N[C@H](C(=O)OCC(=O)Nc2ccc(F)c(F)c2)C(C)C)c1,100,0,-8,96,106,96,98,-1
COc1ccc(C2CC(c3ccc(Cl)c(Cl)c3)Nc3nc(N)nn32)cc1 (centres undefined),75,1,12,101,108,102,76,0
CC(=O)c1cccc(NC(=O)CN2C(=O)COc3ccc(Cl)cc32)c1,96,1,-14,95,99,98,95,1
CN1CCN(c2nc(-c3cccc([N+](=O)[O-])c3)nc3ccccc23)CC1,98,0,13,101,106,98,102,4
COc1cccc(C2NC(=O)c3ccccc3O2)c1OCc1ccccc1F (centres undefined),94,3,4,103,96,95,93,-26
COc1cc(OC)c(NC(=O)C2CCCN2C(=O)OCc2ccccc2)cc1Cl (centres undefined),99,0,-5,101,96,101,102,-4
Cc1ccc(CNCc2ccc3c(c2)OCO3)cc1,95,1,0,98,107,101,98,-21
COc1ccc(Nc2nc(C)nc3c2oc2ccccc23)cc1,94,2,12,97,101,107,86,1
COc1ccc(C(=O)CCc2ccccc2)c(O)c1,99,2,2,101,101,106,103,4
Cc1c(NS(=O)(=O)c2ccc3c(c2)OCCO3)cccc1-c1nc2cccnc2s1,101,4,-2,98,100,104,102,4
O=C(Nc1ccccc1C(=O)N1CCOCC1)C1CC(=O)N(C2CCCC2)C1 (centres undefined),106,1,14,99,95,94,99,4
Cc1onc(-c2c(Cl)cccc2Cl)c1C(=O)Nc1ccc(Cl)cn1,88,0,7,89,90,110,94,7
CC(C)c1cc(Nc2cccc(O)c2)cc(C(C)C)c1O,94,0,0,98,99,97,94,-3
COCCn1cnnc1SCC(=O)Nc1ccc(Br)cc1F,96,0,13,98,98,98,97,1
CN1CCN(S(=O)(=O)c2ccc(-c3ccccc3)cc2)CC1,95,0,-9,98,99,98,97,2
COc1ccc(C)cc1S(=O)(=O)N(C)CC(=O)N1CCN(C)CC1,101,1,27,100,103,90,105,-4
CC(C)CNC(=O)c1ccccc1NC(=O)CSCc1ccccc1,105,1,10,97,97,97,97,0
Cc1cccc2sc(NC(=O)c3cc(S(=O)(=O)N(C)C)ccc3N3CCCC3)nc12,104,1,6,106,104,92,105,19
CCN(CC)S(=O)(=O)c1ccc(Cl)c(NC(=O)COC(=O)/C=C/c2ccc(O)c(OC)c2)c1,107,100*,2,107,124,102,105,-1
CC(=O)c1n[nH]nc1NC(=O)c1ccccc1,111,0,6,104,113,101,104,13
NC(=O)COC(=O)c1c2c(nc3ccccc13)CCCC2,98,3,9,94,101,100,99,-6
CCC(c1nnc(SCc2nc3ccccc3s2)n1Cc1ccccc1)N(C)C (centres undefined),100,0,-19,108,107,111,109,17
Cc1ccnc(NC(=O)c2ccc(OCC3CCCO3)cc2)c1 (centres undefined),84,0,-3,100,98,97,96,-7
CC(C)(C)OC(=O)C[C@H]1C/C=C\C[C@@H](CC(=O)NCCO)C(=O)N[C@H](Cc2ccccc2)COC1=O,99,3,35,105,107,106,105,.
O=C(CSC1=NNC(c2ccccn2)S1)Nc1cccc(Cl)c1 (centres undefined),88,0,-14,94,97,117,94,-42
O=C1CSC(=S)N1/N=C/c1ccc2c(c1)OCCO2,102,3,7,91,101,91,94,-10
Cc1cc(C(=O)NN=C2CCCCCCC2)c2ccccc2n1,97,0,-1,93,97,99,105,-3
CC(NC(=O)Nc1ccccc1Cl)c1ccc2c(c1)OCO2 (centres undefined),103,0,-5,103,100,85,93,-2
CN(C)C=NC1=NN(c2cccc(C(F)(F)F)c2)CC1,105,0,6,101,112,110,.,-4
COc1cccc(-c2nc(-c3ccccc3)c(-c3ccccc3)[nH]2)c1OCC(=O)O,102,3,-4,103,102,93,104,-1
CCC(=O)Nc1nnc(Sc2ccc(N(C)C)cc2)s1,95,0,-4,97,98,103,98,9
CCOC(=O)c1c(NC(=O)COC(=O)c2ccc(O)cc2)sc(C(=O)N(C)C)c1C,94,1,0,96,69,107,87,19
Cn1c(SCC(=O)N2CCOCC2)nc2c(c1=O)SCC2,101,3,-18,98,97,101,103,0
Cc1cc(-c2ccccc2)nc(N2CCC(C(=O)NC(C)C)CC2)n1,105,2,.,104,106,112,100,-25
CN1CCN(C2CCN(c3ccc(Nc4nnc(Cl)c(Nc5ccccc5S(C)(=O)=O)n4)c(OC(CF)CF)c3)CC2)CC1,91,14,1,97,98,94,96,9
CC1=C(C(=O)Nc2ccccc2)C2(CCCCC2)C(C#N)=C(S)N1,96,0,19,97,102,99,102,0
CCc1nc(SCC(=O)NCCc2ccc(OC)c(OC)c2)c2c(=O)n(C)c(=O)n(C)c2n1,117,0,-15,96,102,109,102,2
CC(=O)Nc1ccc(S(=O)(=O)N2CCN(C(=O)CCC3CCCC3)CC2)cc1,89,0,7,100,98,102,104,-3
Cc1cc(N2CCN(c3ccc(F)cc3)CC2)nc2cc(O)ccc12,102,1,3,102,104,106,104,-2
Cc1ccnc(NC2(C(F)(F)F)N=C3SCCN3C2=O)c1 (centres undefined),94,0,11,94,100,100,98,1

# 6 compounds picked at random from the list so far, as already listed:
SMILES,CIT2-GFP yeast,GRK2 inh,VLA-4 inh,RPL19A-GFP yeast,MEP2 TOR yeast,LAP4 TOR yeast,AGP1 TOR yeast,GASC-1 inh
CN(C)C=NC1=NN(c2cccc(C(F)(F)F)c2)CC1,105,0,6,101,112,110,.,-4
COc1cccc(-c2nc(-c3ccccc3)c(-c3ccccc3)[nH]2)c1OCC(=O)O,102,3,-4,103,102,93,104,-1
CCc1nc(SCC(=O)NCCc2ccc(OC)c(OC)c2)c2c(=O)n(C)c(=O)n(C)c2n1,117,0,-15,96,102,109,102,2
Cn1c(SCC(=O)N2CCOCC2)nc2c(c1=O)SCC2,101,3,-18,98,97,101,103,0
CC(=O)Nc1ccc(S(=O)(=O)N2CCN(C(=O)CCC3CCCC3)CC2)cc1,89,0,7,100,98,102,104,-3
Cc1cc(-c2ccccc2)nc(N2CCC(C(=O)NC(C)C)CC2)n1,105,2,.,104,106,112,100,-25

# (continued)
SMILES,CIT2-GFP yeast,GRK2 inh,VLA-4 inh,RPL19A-GFP yeast,MEP2 TOR yeast,LAP4 TOR yeast,AGP1 TOR yeast,GASC-1 inh
CC(C)CNC(=O)CN1C(=O)NC(Cc2c[nH]c3ccccc23)C1=O (centres undefined),96,0,36,96,102,93,93,-4
COc1ccc(/C=N/NC(=O)CCOc2ccccc2C)cc1OC,95,0,39,107,99,88,101,-27
CC(C)N1C(=O)S/C(=C/c2ccccc2OCc2ccc(C(=O)O)cc2)C1=O,96,1,2,93,96,110,100,-11
CCN1CCN(C(c2cccs2)C(C)NC(=O)c2ccccc2OC)CC1 (centres undefined),95,0,11,100,98,110,103,-4
COc1ccc(CN(CCC#N)CCC2(c3ccccc3)CC(C)N(C)CC2C)cc1OC (centres undefined),89,0,4,95,91,98,101,-5
CCOC(=O)c1ccc(NC(=O)N2CCCCCC2)cc1,93,1,17,108,102,77,95,11
CC(C)C[C@H](NC(=O)c1nc[nH]c1C(=O)NCC(=O)OCc1ccccc1)C(=O)OCc1ccccc1,93,0,-5,97,102,101,97,-1
O=C(CN(C(=O)Cn1nnc(-c2ccccc2F)n1)c1cnc2ccccc2c1)NCC1CCCO1 (centres undefined),118,0,17,99,102,106,100,-5
COc1ccc(-c2csc(NC(=O)Nc3ccccc3)n2)cc1,107,0,8,106,105,93,104,-7
COC(=O)c1c(NC(=O)CSc2nc3ccccc3c(=O)n2Cc2ccco2)sc(C)c1C,101,0,-2,104,98,108,102,1
O=C(c1cccc(C(F)(F)F)c1)N1CCC(O)(CS(=O)(=O)Cc2ccccc2)CC1,101,0,7,106,109,110,112,-4
COC(=O)CC1C(=O)NC(C)=C1C(=O)OC (centres undefined),100,1,-8,96,105,118,105,-3
CCOc1ccccc1C1C(C#N)=C(SCC(=O)OC)NC(=O)C1C(=O)OC (centres undefined),101,3,7,101,103,103,105,1
COC(=O)CSc1nnc(CSc2nc(C)cc(C)n2)n1Cc1ccco1,.,7,-1,105,103,93,113,-6&9
Cc1cccn2c(=O)c(/C=C(\C#N)C(=O)NC3CCS(=O)(=O)C3)c(N3CCC(C)CC3)nc12 (centres undefined),104,0,1,104,105,101,111,0
C=CCn1c(SCc2ccc(C(=O)Nc3ccccc3)cc2)nnc1-c1ccccc1,105,0,-4,96,107,98,100,2
Cc1ccc(NC(=O)CN(C)C(=O)c2ccc(OCc3cn4ccccc4n3)cc2)cc1,97,0,16,99,94,92,95,-5
CCc1cc2ccccc2nc1Cl,100,1,3,95,99,89,95,-22
COC(=O)c1nnn(CC(=O)NC(=O)Nc2ccccc2)c1C(=O)OC,123,4,0,119,106,100,113,-4
CC(C)=CCN1CCN(Cc2cccnc2)CC1CCO (centres undefined),104,0,27,105,104,91,105,49
O=C(c1ccc(Cl)c(NC2=NC3CS(=O)(=O)CC3S2)c1)N1CCN(c2ccc(F)cc2)CC1 (centres undefined),98,0,15,101,106,97,100,-5
O=C(O)Cc1csc(NC(=O)CSc2cccc(C(=O)O)n2)n1,107,0,-4,96,94,107,109,-12

# High-throughput results: PubChem BioAssay, several laboratories
